# M1 ag parental – counter-screen for M1 agonists: effect in parental CHO-K1 cells; Fluo-8 calcium fluorescence; scaled to maximal ATP response, vehicle zero; activation, % at 3 µM; 360,000 compounds, 0.48% hits; AID 602248; in the data active = activation above about 15%;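 also: untransfected CHO-K1 host cells lacking M1 receptor as counterscreen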
# V1R ag counter – V1a receptor agonism, counter-screen for OXTR agonists; P37288; CHO-V1R cells, Fluo-8 calcium fluorescence, agonist mode; 0% DMSO, 100% 3 nM vasopressin; activation, % at 3 µM; 320,000 compounds, 0.25% hits; AID 2797;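 active = activation above the mean activation of all tested compounds plus 3 SD, per screening run, cut at about 20% in these data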;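 also: signal is peak over basal fluorescence ratio across a 100 second FLIPR read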
# Target sequence (P37288 whole entry, looked up): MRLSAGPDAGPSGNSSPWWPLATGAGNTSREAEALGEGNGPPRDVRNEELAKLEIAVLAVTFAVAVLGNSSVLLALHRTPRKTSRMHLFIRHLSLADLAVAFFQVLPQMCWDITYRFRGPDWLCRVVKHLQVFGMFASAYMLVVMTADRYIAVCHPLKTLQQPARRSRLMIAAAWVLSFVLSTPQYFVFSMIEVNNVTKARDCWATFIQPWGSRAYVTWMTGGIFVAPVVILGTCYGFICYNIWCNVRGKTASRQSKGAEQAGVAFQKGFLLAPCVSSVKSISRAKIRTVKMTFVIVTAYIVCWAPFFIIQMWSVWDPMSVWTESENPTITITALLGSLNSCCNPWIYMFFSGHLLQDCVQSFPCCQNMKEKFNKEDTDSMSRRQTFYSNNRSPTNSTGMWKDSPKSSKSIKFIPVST
# CHO-K1 Ca antag – counter-screen for M1 antagonists: effect in parental CHO-K1 cells | ATP-induced calcium, Fluo-8 fluorescence | 360,000 compounds, 0.6% hits | AID 602250 | inhibition, % at 3 µM;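 active = inhibition above a per-plate cutoff, the plate's mean sample inhibition plus 3 SD, cut at about 24% in these data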;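 also: 0% = DMSO plus EC80 ATP and 100% = DMSO alone without ATP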
# M1 PAM parental – counter-screen for M1 PAMs: effect in parental CHO-K1 cells. ATP EC20, Fluo-8 calcium fluorescence; 0% at ATP EC20, 100% at ATP max. activation, % at 3 µM. 360,000 compounds, 0.02% hits. AID 602247;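 active = activation above the run cutoff, the mean activation of all test compounds plus 3 SD, cut at about 40% in these data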;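 also: peak over basal fluorescence ratio in a 140 s read after ATP addition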
# CHO parental Ca – counter-screen: ATP calcium response change in parental CHO cells; 330,000 compounds, 0.63% hits; inhibition, % at 5.6 µM; parental CHO-K1, ATP-induced calcium, Fluo-8 fluorescence;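 active = inhibition above that plate's mean sample inhibition plus 3 SD, cut at about 26% in these data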;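 also: 0% = ATP-challenged DMSO wells and 100% = DMSO wells without ATP; some compounds past the cut are filed as inactive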
#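 test system = CHO parental line | reagent = ATP stimulus | measured by = intracellular calcium via Fluo-8 no-wash fluorescent dye | control set = ATP and no-ATP DMSO wells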
# TAAR1 ag – agonists of human TAAR1; activation, % at 3 µM; Q96RJ0; CHO RD-HGA16 TAAR1, Fluo-8 calcium fluorescence; vehicle wells 0%, saturating PEA agonist 100%; AID 624467; 360,000 compounds, 0.99% hits;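 active = activation above the mean activation of all test compounds in the run plus 3 SD, cut at about 38% in these data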
#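 Test system: RD-HGA16 (CHO) cells co-expressing Gα16 and hTAAR1; dosing: one-point dosing at 3 µM (nominal); timing: 17-24 h seeding, 75 min 37 °C dye, 30 min RT; signal: kinetic Fluo-8 calcium fluorescence; read-out basis: % activation relative to PEA EC100 response; controls: DMSO and PEA EC100; replicates: n 1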
# TAAR1 antag – antagonists of human TAAR1. 360,000 compounds, 1.5% hits. inhibition, % at 3 µM. CHO RD-HGA16 TAAR1, Fluo-8 calcium fluorescence, antagonist. Q96RJ0. AID 624466;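 active = inhibition above a per-plate cutoff, the mean inhibition of test compounds on that plate plus 3 SD, cut at about 49% in these data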;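 also: 0% = DMSO plus EC80 beta-PEA response and 100% = DMSO alone without agonist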
#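 Material: CHO RD-HGA16 cells bearing hTAAR1; compound dosing: one-point dosing, 3 µM nominal final; schedule: dye loading 75 min at 37 °C, then 30 min room temperature; measured by: calcium fluorescence with Fluo-8; control set: vehicle and agonist controls; replication: n of 1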
# OXTR potentiator – potentiators of human oxytocin receptor; P30559; AID 2445; CHO-OTR cells, Fluo-8 calcium fluorescence, potentiator mode; 0% = oxytocin EC15, 100% = EC100; 320,000 compounds, 0.061% hits; activation, % at 3 µM;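 active = activation above that plate's cutoff, the mean activation of tested compounds plus 3 SD, cut at about 6.6% in these data, passing the limit was not always enough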;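 also: 100% uses oxytocin at 75 nM as the full agonist control; some results filed as inactive read as strong as hits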
#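 Dosing: Single dose, 3.0 µM nominal final compound concentration | Material: Human OTR in CHO cells | Technique: Kinetic Fluo-8 calcium fluorescence | Benchmarks: EC15 oxytocin alone as 0%, 75 nM oxytocin as 100% | Probe or stimulus: Oxytocin at about EC15, sub-maximal agonist stimulus | Incubation: Compound 6 min at room temperature before oxytocin, 100 s read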
# CHRM1 agonist – agonists of human M1 muscarinic receptor. activation, % at 3 µM. 360,000 compounds, 0.33% hits. CHO-K1 hM1, Fluo-8 calcium fluorescence, agonist mode; 0% DMSO, 100% acetylcholine EC100. P11229. AID 588814;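 active = activation above the run's mean compound activation plus 3 SD, cut at about 16% in these data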;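 also: peak over basal fluorescence ratio within a 140 s kinetic read after compound addition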
# Target sequence (P11229 whole entry, looked up): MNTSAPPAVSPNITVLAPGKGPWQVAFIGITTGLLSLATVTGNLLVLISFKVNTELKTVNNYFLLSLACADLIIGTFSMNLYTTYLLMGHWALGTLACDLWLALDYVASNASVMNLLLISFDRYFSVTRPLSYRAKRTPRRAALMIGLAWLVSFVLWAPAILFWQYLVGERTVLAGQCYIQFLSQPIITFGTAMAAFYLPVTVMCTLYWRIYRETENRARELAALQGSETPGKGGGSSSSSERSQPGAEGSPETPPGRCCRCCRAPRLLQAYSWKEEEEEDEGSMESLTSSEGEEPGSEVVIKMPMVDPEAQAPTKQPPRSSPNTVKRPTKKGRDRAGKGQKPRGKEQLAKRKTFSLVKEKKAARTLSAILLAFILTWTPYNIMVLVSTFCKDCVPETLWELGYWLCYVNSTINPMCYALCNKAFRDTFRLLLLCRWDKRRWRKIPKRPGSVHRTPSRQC
# * marks the source's active call; other numbers are inactive results; x = not tested or not shown.
Structure	M1 ag parental	V1R ag counter	CHO-K1 Ca antag	M1 PAM parental	CHO parental Ca	TAAR1 ag	TAAR1 antag	OXTR potentiator	CHRM1 agonist
CCC(=O)NC(NC(=S)Nc1ccc(S(N)(=O)=O)cc1)C(Cl)(Cl)Cl (configuration not stated)	0.1	1.5	-4	19	-5	2	21	-7	-6
O=C1c2ccccc2C(=O)N1CCCCN(C(=O)c1ccc(Cl)s1)c1ccc(Cl)cc1	0.0	1.3	-10	13	-18	0	-17	-5	-2
C=C(Br)Cn1c(CCCC)nc2ccccc21	0.1	-2.0	3	-5	-23	9	-6	4	-5
Cc1c(CCC(=O)O)c(=O)oc2cc(OCc3cccc(Cl)c3)ccc12	-0.1	1.6	7	-7	4	3	6	-14	1
CCCC(=O)Nc1cccc(Oc2ccc3c(c2)C(=O)NC3=O)c1	1.2	3.2	-9	5	-11	0	19	-6	-5
COc1cccc(NC(=O)CN(C)C(=O)CCc2nc3sc4c(c3c(=O)[nH]2)CCCC4)c1	0.0	0.0	9	-14	-30	0	-15	-2	-5
COc1cccc(C(=O)Oc2cc(C)[nH]c(=O)c2[N+](=O)[O-])c1	0.2	0.2	-8	20	2	3	-10	-1	-6
CS(=O)(=O)c1ccc(NC(=O)C2CC(=O)N(c3ccc4c(c3)OCCO4)C2)cc1 (configuration not stated)	0.1	-0.1	-1	-14	5	0	-17	-1	-3
C=CCNc1cnn(-c2ccccc2)c(=O)c1Cl	-0.4	1.4	-7	11	-5	-1	6	-8	-5
Cc1cc(C)c2oc(C(=O)Nc3ccc(S(=O)(=O)Nc4nccs4)cc3)cc(=O)c2c1	0.4	0.8	12	-21	-14	3	-8	0	-4
COc1ccc(OC)c(S(=O)(=O)N2CCC(C(=O)NCc3ccccc3)CC2)c1	1.0	0.7	-10	15	3	5	-7	-6	-2
O=C(CCCNC(=O)c1ccc(Cl)cc1)Nc1ncccc1O	0.3	0.6	11	-20	-6	1	-24	-2	10
CCC(=O)N(C)CCc1cc2c(c(OC)c1/C=N/NC(=O)c1ccc(Br)cc1)OCO2	4.1	0.3	-7	7	-22	2	3	-6	-4
COc1ccccc1-c1nnc(SCC(=O)N2CCOCC2)o1	0.1	1.8	10	5	-1	2	-20	-6	-1
COc1cccc(N2CCN(C(=O)c3cn(Cc4ccccc4)nc3-c3cccnc3)CC2)c1	4.5	2.4	-2	18	-15	8	-8	-6	2
Cc1ccc(C)c(NC(=S)Nc2cccc3cnccc23)c1	0.3	0.1	-3	18	-13	13	-3	-7	-14
COc1cc(/C=N/n2cnnc2)ccc1OC(=O)c1cccnc1	0.1	-1.0	-11	-3	-8	5	-4	-13	0
CN(Cc1ccc(Cl)cc1Cl)C(=O)CCNC(=O)c1ccco1	1.1	0.2	-21	15	-3	2	-16	-3	-8
CS(=O)(=O)c1ccc(Cl)c(S(=O)(=O)NCc2ccccc2)c1	0.2	1.5	-2	6	-5	9	6	-1	-4
Cc1ccc(SCCC(=O)Nc2ccccc2Br)cc1	-0.8	0.2	-9	-5	-19	-2	-13	2	-5
CCOC(=O)c1cccc(NC(=O)CN(c2ccc(OC)cc2)S(=O)(=O)c2c(C)noc2C)c1	4.3	-0.5	3	14	-9	6	31	-6	-3
O=C(Nc1ccc(C(=O)N2CCOCC2)cc1)Nc1cccc(Cl)c1	6.3	0.8	8	6	-7	11	6	-5	3
O=C(Cn1cc(COc2c(F)c(F)c(Br)c(F)c2F)nn1)c1ccc(O)cc1	1.7	x	-6	25	x	15	-4	x	-2
CCC1(CC)C(=O)C2=C3C1[C@H](C(=O)OC)C=C(C(=O)OC)C[C@H]3[C@H]1C(=O)N(CC(=O)OC)C(=O)[C@H]1[C@H]2C (some centres not stated)	-0.1	0.1	-17	15	1	1	-12	-9	-3
C=CCn1c(SC(C)C(=O)c2c(N)n(C)c(=O)n(C)c2=O)nnc1-c1ccoc1C (configuration not stated)	0.4	-0.2	-24	24	-11	5	-3	-1	-4
O=C(CCSc1nc2cc(Cl)ccc2o1)N1CCOCC1	0.8	3.2	-2	12	-1	6	6	-15	-1
CN1CCN(S(=O)(=O)c2cccc(C(=O)N(C)CC(=O)Nc3ccc(F)c(F)c3F)c2)CC1	6.5	-1.4	-3	14	-22	0	-23	-2	-5
CC(=O)Nc1ccc(N2C(=O)CSC2c2ccccc2[N+](=O)[O-])cc1 (configuration not stated)	0.6	0.6	4	2	-3	2	-14	4	-2
CCOC(=O)c1sc(NC(=O)COc2ccc3c(c2)OCO3)nc1C	1.2	0.7	-6	-15	-15	2	-15	0	-3
COc1cccc(/C=N/NC(=O)c2cccc([N+](=O)[O-])c2)c1OS(=O)(=O)c1ccccc1	3.5	-0.2	-5	10	-6	9	21	-7	0
CN(C)C(=O)Nc1cnc2ccccc2c1	-0.2	1.4	21	-9	-3	2	-12	7	-3
CS(=O)(=O)N(CC(=O)N1CCc2ccccc2C1)c1cccc(F)c1	1.2	0.6	0	12	1	4	-4	-4	-5

# 3 entries already listed, arranged by number of heavy atoms, falling.
Structure	M1 ag parental	V1R ag counter	CHO-K1 Ca antag	M1 PAM parental	CHO parental Ca	TAAR1 ag	TAAR1 antag	OXTR potentiator	CHRM1 agonist
Cc1c(CCC(=O)O)c(=O)oc2cc(OCc3cccc(Cl)c3)ccc12	-0.1	1.6	7	-7	4	3	6	-14	1
O=C(CCCNC(=O)c1ccc(Cl)cc1)Nc1ncccc1O	0.3	0.6	11	-20	-6	1	-24	-2	10
C=C(Br)Cn1c(CCCC)nc2ccccc21	0.1	-2.0	3	-5	-23	9	-6	4	-5

# The list continues.
Structure	M1 ag parental	V1R ag counter	CHO-K1 Ca antag	M1 PAM parental	CHO parental Ca	TAAR1 ag	TAAR1 antag	OXTR potentiator	CHRM1 agonist
Cc1cccc(NC(=O)COc2coc(CN3CCc4ccccc4C3)cc2=O)c1	0.5	10	3	7	-18	7	-38	-9	-2
COc1ccc(N(CC(=O)N/N=C/c2cccnc2)S(=O)(=O)c2ccccc2)c(OC)c1	3.4	0.0	-1	-16	-21	6	-5	-11	-3
Oc1ccc(C=NC2CCCCC2)cc1	-0.1	0.1	4	-11	-9	4	-10	-7	5
CC(C)Oc1ccc(CNC(=O)CCCN2C(=O)C(c3ccccc3)Oc3cccnc32)cc1 (configuration not stated)	0.4	-0.5	-9	-7	-18	-1	-34	2	-2
Cc1coc2c1c(C)cc1oc(=O)c(CC(=O)N[C@@H](C)C(=O)O)c(C)c12	0.6	x	-8	11	x	0	-16	x	-4
CCC(CC)c1nnc(NC(=O)CS(=O)(=O)c2ccccc2)s1	0.8	1.0	-5	13	-3	-4	10	-5	-2
C=CCn1c(NS(=O)(=O)c2ccccc2)c(S(=O)(=O)c2ccc(C)cc2)c2nc3ccccc3nc21	0.1	2.7	7	-8	-2	2	-14	-3	-2
CC(=O)c1ccc(OCC(O)CN2CCN(Cc3ccccc3)CC2)cc1 (configuration not stated)	0.4	-0.2	-4	11	-5	x	x	1	-12
FC(F)(F)c1cc(Cl)c2nc(-c3ccccc3)c(Cc3ccsc3)n2c1	-0.6	x	15	-6	x	1	-9	x	x
O=C(NCc1nnc(SCC(=O)N2CCCCCC2)o1)c1ccc(F)cc1	0.4	0.4	-9	1	-12	1	-28	-9	-3
Nc1nonc1-n1nnc(C(=O)N/N=C/c2cccc(F)c2)c1-c1ccccc1	1.8	6.5	4	16	-17	55*	0	-12	3
CCCn1cnc2scc(-c3ccc(OC)cc3)c2c1=O	0.4	0.1	-12	6	-18	3	-29	-16	-3
COc1cc(/C=C/C(=O)OCC(=O)NCCN2C(=O)CSC2=O)ccc1OC(F)F	0.0	-0.2	-4	5	-17	3	-7	-8	-1
O=c1c(-c2nc3ccccc3s2)cccn1Cc1ccccc1	0.1	0.5	-8	9	-3	15	3	-1	-5
COc1cc(NC(=O)CN2CCN(S(=O)(=O)/C=C/c3ccccc3)CC2)cc(OC)c1OC	1.1	2.9	-8	-2	-25	3	8	-3	-3
COc1ccc(/C=N\NC(=O)c2cccc(Br)c2)c(OC)c1	0.6	-0.9	-13	5	-14	8	10	-8	-6
COc1ccc(N2N=NN(C(C)C)C2=C(Cl)c2nnnn2-c2ccc(OC)cc2)cc1	0.2	x	-8	1	x	1	11	x	-4
O=C(CCCn1c(=S)[nH]c2cc3c(cc2c1=O)OCO3)N1CCN(c2ccccc2F)CC1	0.4	0.4	-4	0	-8	0	-10	-5	-3
CCCCCn1c(=O)[nH]c2cc(C(=O)NCCc3ccc(OC)c(OC)c3)ccc2c1=O	0.0	-0.7	9	-4	-8	5	3	0	-3
CC(C)(C)C1CCc2onc(C(=O)Nc3ccc4c(c3)OCO4)c2C1 (configuration not stated)	0.5	0.3	-13	9	6	1	-18	-4	-3
O=C(Cc1ccc([N+](=O)[O-])cc1)Nc1cccc(C(=O)N2CCCC2)c1	0.4	0.2	-8	4	2	15	4	-6	-6
CCOC(=O)c1c(Cl)c(C)nn1-c1nc(OC)cc(OC)n1	-0.5	-0.6	2	-6	-13	-1	-10	-1	-1
CN(C)/C=C(\C#N)S(=O)(=O)C(C)(C)C	-0.3	1.3	-2	3	2	4	-4	-7	-1
CCC(=O)N1N=C(c2ccc(C)cc2)CC1c1ccco1 (configuration not stated)	-0.9	-1.1	-5	4	-7	-3	-26	-13	-8
Cc1nc(SCC(=O)NC2CCCCC2C)c(C#N)c(C)c1C (configuration not stated)	0.8	-0.8	-8	3	-11	2	-10	-1	-7
Cc1nc(CS(=O)(=O)c2ccccc2)cc(N2CCN(c3ccccc3F)CC2)n1	0.8	0.7	0	13	-25	4	0	-1	-3
Cc1ccc(N2CCN(S(=O)(=O)c3nnc(NC(=O)c4ccccc4)s3)CC2)cc1	1.7	1.0	-5	8	-4	-1	4	-6	-1
CC(C)CCNC(=O)C1CCC(CNS(=O)(=O)c2ccc(Cl)cc2)CC1 (configuration not stated)	0.2	x	-5	-1	x	6	9	x	-3
C=C1c2cc(C)ccc2NC(=O)N1c1ccc(C)cc1	-0.1	0.4	3	-4	-18	6	-3	-1	1
CC(C)(C)c1ccc(C(=O)NCC(=O)N2CCCC2)cc1	0.9	1.3	-13	8	-3	1	10	-2	-5
O=S(=O)(NCC(c1ccco1)N1CCCCC1)c1cccc(C(F)(F)F)c1 (configuration not stated)	-0.1	-0.8	-2	-12	-17	-2	3	-2	-6

# Screening data deposited in PubChem BioAssay by The Scripps Research Institute Molecular Screening Center.
